V-ATPase pHluor: alters yeast V-ATPase proton transport; response, % at 10 µM; AID 504577; 350,000 tested, 0.37% active; S. cerevisiae, pHLuorin cytosolic pH fluorescence; in the data active = response mostly above about 7.3%, no sharp cut-off; inactive = mostly below about 5.4%; also: actives read high; inactives centre near 0; some compounds called inactive have numbers as strong as hits; reference of the scale not given here
MOR-DOR inv ag: inverse agonists of human mu-delta opioid receptor heterodimerization; cell-based MOR-DOR heterodimer luminescence, inverse agonism; inhibition, % at 9.3 µM; 340,000 tested, 0.21% active; AID 504357; P35372+P41143; in the data active = inhibition above about 22%, passing the limit was not always enough;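 also: 0% = cells with DMSO and 100% = wells without cells with DMSO; values of inactives mirror those of a sister screen read the other way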
Arrestin-AP2 inh: inhibitors of human beta-arrestin and AP2 interaction; FITC-arrestin peptide / GST-AP2 beads, flow cytometry; AP2 beta2 appendage carries R879A mutation; 340,000 tested, 0.31% active; AID 504490; inhibition, % at 10 µM;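 active = inhibition above a set limit, near 3 SD of compounds lacking own fluorescence, cut at about 54% in these data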;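 also: plate controls were DMSO wells for no effect and 5 µM unlabelled arrestin peptide for full effect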
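System: GST-AP2 R879A glutathione beads | Also added: FITC-arrestin peptide, 50 nM | Times: 12 min plus 1 h, RT | Signal: Bead flow cytometry, FITC channel | Buffer or medium: PBS with 0.05% Tween 20 and 0.1% BSA | Read-out basis: Percent drop in bead-associated FITC signal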
Pemphigus Ab inh: blocks pemphigus antibody binding to human desmoglein-3. AID 588358. 310,000 tested, 0.48% active. binding (percent of control), % at 10 µM. DSG3-coupled beads, scFv-anti-DSG3-GFP binding, flow cytometry; active compounds read low. P32926;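 active = binding more than 3 SD below its plate's average and above zero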;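 also: hits lower antibody fragment binding to DSG3; some compounds called inactive have numbers as strong as hits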
Target sequence (P32926 whole entry, looked up, the tested form may be a part): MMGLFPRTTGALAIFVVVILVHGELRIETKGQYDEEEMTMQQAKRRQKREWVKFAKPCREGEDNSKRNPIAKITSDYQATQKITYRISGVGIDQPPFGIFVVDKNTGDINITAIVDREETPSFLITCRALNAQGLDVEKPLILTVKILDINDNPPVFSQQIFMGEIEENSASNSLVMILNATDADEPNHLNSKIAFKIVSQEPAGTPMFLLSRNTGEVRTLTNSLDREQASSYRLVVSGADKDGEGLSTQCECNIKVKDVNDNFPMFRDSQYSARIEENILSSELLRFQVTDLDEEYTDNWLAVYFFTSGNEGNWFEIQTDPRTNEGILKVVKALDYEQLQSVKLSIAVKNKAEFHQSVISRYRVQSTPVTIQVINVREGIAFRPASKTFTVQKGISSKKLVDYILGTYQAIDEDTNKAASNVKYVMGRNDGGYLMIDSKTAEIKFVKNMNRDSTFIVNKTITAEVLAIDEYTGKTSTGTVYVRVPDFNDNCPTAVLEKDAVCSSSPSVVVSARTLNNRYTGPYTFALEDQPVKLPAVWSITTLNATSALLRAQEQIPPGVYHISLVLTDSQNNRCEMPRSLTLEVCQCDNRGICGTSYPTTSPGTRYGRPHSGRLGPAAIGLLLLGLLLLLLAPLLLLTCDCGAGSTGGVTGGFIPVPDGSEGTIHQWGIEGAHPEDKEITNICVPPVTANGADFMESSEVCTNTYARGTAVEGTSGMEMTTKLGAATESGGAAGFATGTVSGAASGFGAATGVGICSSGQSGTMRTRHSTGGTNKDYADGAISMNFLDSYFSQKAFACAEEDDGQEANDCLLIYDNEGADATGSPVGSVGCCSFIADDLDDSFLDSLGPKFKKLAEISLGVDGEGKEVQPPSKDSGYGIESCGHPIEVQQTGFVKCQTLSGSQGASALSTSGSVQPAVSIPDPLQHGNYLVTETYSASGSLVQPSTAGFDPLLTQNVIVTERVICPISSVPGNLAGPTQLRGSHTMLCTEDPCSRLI
PKA-R1A act: activates the PKA-R1A holoenzyme complex; activation, % at 11.4 µM; AID 504707; 340,000 tested, 0.083% active; P00514+P68181; PKA-R1A dissociation, Cy5-IP20 fluorescence polarization; scaled: DMSO 0%, 113 µM cGMP 100%;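 active = percent activation above the mean of all tested compounds plus 3 SD, cut at about 19% in these data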;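 also: higher means more PKAc released from R1A so a rise in polarization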
PKA-R2B activ: activators of human PKA-R2B complex. P22694+P31323. 340,000 tested, 0.079% active. PKA-R2B holoenzyme dissociation, Cy5-IP20 fluorescence polarization; R2B truncated from residue 108, S112A mutant; 0% DMSO only, 100% 113 µM cGMP. activation, % at 11.4 µM;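 active = activation above a cutoff set at the mean over all compounds plus 3 SD, cut at about 18% in these data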;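 also: higher means more holoenzyme dissociation and a rise in polarization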
DAGLB inh: blocks human DAGLB lipase activity | HEK293T DAGLB membrane lysate, EnzChek fluorogenic substrate | AID 504411 | 340,000 tested, 0.059% active | inhibition, % at 5.17 µM | Q8NCG7; in the data active = inhibition above about 34%;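 also: 0% = enzyme with vehicle and 100% = wells lacking enzyme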
OPRM1-OPRD1 ag: agonists of human mu-delta opioid receptor heterodimerization. P35372+P41143. cells, OPRM1-OPRD1 heterodimerization, luminescence. activation, % at 9.3 µM. 340,000 tested, 0.3% active; in the data active = activation above about 18%;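 also: 0% = vehicle-treated cells and 100% = reference agonist; values of inactives mirror those of a sister screen read the other way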
HTR5A ag: HTR5A agonism, opioid heterodimer counter-screen; P47898; HTR5A agonist assay, luminescence, cell-based; activation, % at 9.3 µM; 340,000 tested, 0.61% active; in the data active = activation mostly above about 9.5%, no sharp cut-off; inactive = mostly below about 7.6%;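 also: 0% = cells with vehicle only and 100% = reference agonist; strong numbers were not always called active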
HTR5A inv ag: HTR5A inverse agonism, opioid heterodimer counter-screen; AID 504634; HTR5A cell line, luminescence; 340,000 tested, 0.083% active; inhibition, % at 9.3 µM; P47898; in the data active = inhibition mostly above about 23%, no sharp cut-off; inactive = mostly below about 18%;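 also: 0% = cells with DMSO and 100% = no-cell wells with DMSO; some compounds called inactive have numbers as strong as hits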
* hit, by the source's call; . = not tested or not shown.

Under each structure – V-ATPase pHluor | MOR-DOR inv ag | Arrestin-AP2 inh | Pemphigus Ab inh | PKA-R1A act | PKA-R2B activ | DAGLB inh | OPRM1-OPRD1 ag | HTR5A ag | HTR5A inv ag
COC(=O)C1CC(O)CN1C(=O)Nc1cccc(C(F)(F)F)c1 (configuration not stated)
  -2 | 13 | 14 | 96 | -3 | -7 | -2 | -2.7 | -4 | -24
O=C(Cc1cccc2ccccc12)NN1C(=O)/C(=C\c2cccnc2)SC1=S
  -2 | -2 | 22 | 97 | -3 | 3 | 12 | 0.3 | -1 | 4
Cc1ccn2c(NC3CCCCC3)c(-c3cccc(-c4cccc(Cl)c4)c3)nc2c1
  4 | 7 | 8 | . | -11 | 1 | -17 | -1.2 | -1 | 9
CCN(CCCNS(=O)(=O)c1ccc2c(c1)CCN2C(C)=O)c1cccc(C)c1
  -2 | -2 | 4 | 99 | -9 | -17 | 7 | 0.4 | 6 | -16
CC(=O)c1c(C)nc(C)nc1NC(=O)C(C)C
  -3 | 10 | 2 | 97 | 6 | 0 | 1 | -1.7 | -3 | -15
CCOc1ccc(OCCCC(=O)NNC(=O)c2ccncc2)cc1
  -6 | -1 | 2 | 103 | -10 | -18 | 1 | 0.2 | 3 | 14
COc1ccc(OC)c(S(=O)(=O)N2CCC(C(=O)NCC3CCCO3)CC2)c1 (configuration not stated)
  3 | 11 | -3 | 103 | 3 | 0 | 3 | -1.9 | -1 | -24
Cc1cc(NC(=O)CSc2nnc(-c3ccc(Br)o3)n2Cc2ccccc2)no1
  -2 | 1 | 13 | 98 | -5 | -1 | 2 | -0.1 | 3 | 4
Cc1c(-c2ccco2)[n+](=O)c2c(n1[O-])CCC2
  1 | -10 | 4 | 95 | -9 | -3 | -2 | 1.7 | 2 | -4
O=C(CCCNC(=O)c1ccc(Cl)cc1)NCc1ccc(F)cc1
  -4 | 2 | 10 | 99 | -5 | 2 | -2 | -0.4 | 3 | -6
OCCC1CN(Cc2ccon2)CCN1Cc1ccc(F)c(F)c1 (configuration not stated)
  4 | 16 | 5 | 103 | -4 | -11 | 1 | -3.0 | -1 | 14
C[C@H](CO)N1C[C@H](C)[C@@H](CN(C)S(=O)(=O)c2cccs2)Oc2ccc(NS(=O)(=O)c3ccccc3)cc2C1=O
  -1 | 0 | 5 | 107 | -1 | -6 | -1 | 0.0 | 1 | 6
O=C(CSc1nnc(NC(=O)c2ccco2)s1)NC1CCCCC1
  3 | 8 | -3 | . | 7 | -3 | 0 | -1.4 | -1 | -10
COc1ccc(C(=O)Nc2cc(C)nc3ccccc23)cc1OC
  -4 | -1 | 27 | 99 | 2 | -2 | -2 | 0.2 | 0 | -15
CS(=O)(=NS(=O)(=O)c1ccc(Cl)cc1)c1ccccc1 (configuration not stated)
  5 | 1 | -2 | 118 | -2 | 5 | -1 | -0.2 | -5 | -14
Cc1cccc(N(CC(=O)NC2CCCC2)C(=O)c2c(C)noc2C)c1
  0 | 16 | 13 | 102 | -16 | -4 | -2 | -2.7 | 1 | -5
O=C(Nc1ccc(Br)cc1)c1cccc(N2C(=O)C3C4C=CC(C4)C3C2=O)c1 (configuration not stated)
  2 | 7 | 3 | 115 | -3 | -2 | -2 | -1.2 | 1 | 3
CCC(Sc1nc2ccccc2c(=O)n1CC1CCCO1)C(=O)NCc1cccnc1 (configuration not stated)
  -4 | 14 | -8 | 102 | -9 | 8 | -1 | -2.9 | 0 | 0
COC(=O)c1ccccc1SC1CC(=O)N(c2ccccc2)C1=O (configuration not stated)
  -3 | 5 | -6 | 100 | -5 | 6 | 1 | -0.8 | -4 | 11
O=S(=O)(N1CCOCC1)N1CCN(c2ccccc2F)CC1
  -3 | -11 | 18 | 104 | 7 | 2 | 2 | 1.9 | -1 | -16
O=C(O)CCNc1nc(-c2ccccc2)nc2ccccc12
  -3 | 15 | 2 | 103 | -10 | -4 | 1 | -3.5 | 4 | 10
O=C(COC(=O)c1cccs1)NC12CC3CC(CC(C3)C1)C2
  6 | 13 | . | 101 | 2 | -3 | 0 | -2.8 | -2 | -10
Cc1sc2nc(SCC(=O)NCCOCCO)nc(N)c2c1C
  -2 | 16 | 12 | 104 | 3 | 2 | -2 | -3.0 | 1 | -3
Cc1ccc([C@H]2N[C@]3(CCCN(Cc4ccccc4)C3=O)[C@H]3C(=O)N(Cc4ccccc4)C(=O)[C@@H]23)cc1
  4 | . | . | . | 4 | 5 | 1 | . | . | .
O=C(Cn1nc(C(F)F)cc1C1CC1)NCCC1=CCCCC1
  0 | -1 | 1 | 93 | -2 | 1 | 1 | 0.2 | 4 | -2
CC1(C)CC(=O)C=C(NC2CCCCCCC2)C1
  -4 | 18 | 20 | 102 | -7 | -2 | -3 | -3.4 | 1 | -18
CCCOc1ccc(NC(=O)C2CC(=O)N3CCCN=C3S2)cc1 (configuration not stated)
  1 | 6 | -4 | 95 | -2 | -5 | 1 | -1.1 | -3 | -8
Cc1ccc(NC(=O)c2cc(N(C)C)ccc2[P+](=O)O)cc1
  2 | -2 | 3 | 102 | 8 | 3 | -2 | 0.3 | 3 | -7
COc1ccc(NC(=O)c2cccc(NC3=NC4CS(=O)(=O)CC4S3)c2)cc1Cl (configuration not stated)
  -5 | 12 | -4 | 98 | -11 | -8 | 1 | -2.2 | 2 | -6
O=C(Cc1cccs1)Nc1nc(-c2ccccc2)cs1
  0 | -17 | -8 | 105 | 6 | -3 | -5 | 3.6 | -3 | 6
COc1ccccc1N1CCN(C(=S)Nc2ccc(F)cc2)CC1
  3 | 16 | 3 | 117 | -11 | -7 | 0 | -3.1 | 4 | -15
CC(=O)Oc1ccc(-c2cc3c(OC(C)=O)cc(OC(C)=O)cc3oc2=O)cc1
  1 | 1 | 8 | 93 | 0 | -9 | -1 | -0.2 | 0 | -5
Cc1ccc(C(=O)NC(=O)CSc2nnc(C)s2)cc1
  -4 | 5 | -4 | 104 | 5 | 1 | 0 | -1.0 | 7 | -20
Cc1ccccc1NS(=O)(=O)c1ccc(C(=O)NCC2(N3CCOCC3)CCCCC2)cc1
  2 | 1 | -3 | . | 2 | -2 | 4 | -0.2 | 6 | -16
O=C(Nc1ccc(S(=O)(=O)NC2=NCCCCC2)cc1)c1cc(F)c(F)cc1Cl
  -7 | 8 | -3 | 95 | -2 | -6 | 1 | -1.7 | 3 | 21
CCC(C)NCCCOc1c(C)cc(C)cc1Br (configuration not stated)
  1 | -1 | 1 | 113 | -11 | -2 | 1 | 0.2 | 0 | 27
O=C(NCc1ccco1)c1nc2c(nnn2Cc2ccccc2Cl)c(=O)[nH]1
  0 | 4 | 5 | 102 | 4 | 0 | 5 | -0.6 | 14 | -38
COc1ccc(OC)c(NC(=O)c2cc3c(cc2Cl)N2CCCCCC2=NS3(=O)=O)c1
  -1 | 14 | 4 | 94 | -4 | -11 | 2 | -2.7 | -1 | 5
Cc1cc(CN2CCC(n3nccc3NC(=O)c3ccccc3C)CC2)n[nH]1
  -6 | 18 | 22 | 108 | 1 | -1 | -2 | -3.4 | 0 | 11
O=C(Cc1ccc([N+](=O)[O-])cc1)OCc1c(F)cccc1Cl
  4 | -5 | 27 | 104 | -4 | 7 | -9 | 1.0 | 0 | 1
COc1ccccc1N1CCN(/N=C/c2ccc(OC)c(OC)c2OC)CC1
  -2 | -7 | -5 | 106 | -7 | -7 | -1 | 1.4 | -5 | 14
COc1ccc(N2CCN(c3ncnc4scc(-c5ccccc5)c34)CC2)cc1
  -2 | -15 | 14 | 99 | 6 | 5 | -3 | 2.8 | 12 | -1
COc1ccccc1C(C#N)N1N=C(C)CC1c1ccccc1 (configuration not stated)
  -2 | 3 | 4 | 97 | 3 | 6 | -2 | -0.7 | 4 | -15
CCOC(=O)N1CCN(c2nc(-c3cccc(OC)c3)cc(C(F)(F)F)n2)CC1
  -2 | 14 | -3 | 104 | 3 | -13 | 0 | -2.6 | 0 | -7
COc1ccc(C(=O)NCCS(=O)(=O)NCc2ccco2)cc1
  3 | 2 | 6 | 104 | 8 | 7 | 3 | -0.3 | 2 | 3
O=C(COc1ccc(S(=O)(=O)N2CCOCC2)cc1)NC1CC1
  6 | -3 | -7 | . | -11 | -1 | 1 | 0.4 | -7 | 18
C=CCn1c(SCC(=O)NCc2ccccc2)nnc1-c1cc(Br)ccc1O
  2 | 14 | -13 | 108 | 8 | 6 | 2 | -2.9 | 0 | 1
Cc1ccc(C(=O)/C=C/c2cn(CC(O)CN3CCOCC3)c3ccccc23)cc1 (configuration not stated)
  2 | -1 | -11 | 108 | -2 | 2 | 1 | 0.1 | 4 | 18
COc1ccc(NC(=O)C2C3C=CC4(O3)C2C(=O)N(CCN2CCCCC2)C4C(=O)NC2CCCC(C)C2C)cc1 (configuration not stated)
  0 | 8 | -8 | 114 | 7 | 0 | -1 | -1.6 | 3 | -9
COc1ccc(CCNS(=O)(=O)c2ccc(OC)c(OC)c2)cc1OC
  3 | 6 | 32 | 112 | 3 | -7 | -1 | -1.3 | 17* | -48
COCC(=O)N1CCC(Oc2ccc(C(=O)N(C)C3CCCCC3)cc2)CC1
  -4 | 11 | -9 | 92 | -2 | -4 | 1 | -2.4 | 0 | -2
CN(C)c1nc(N/N=C\c2ccc(Cl)c([N+](=O)[O-])c2)nc(Nc2ccc(F)cc2)n1
  1 | -27 | 54 | 118 | 2 | 3 | -4 | 4.6 | -5 | 13
Cc1cccc(-c2nc(CS(=O)CC(=O)NCc3cccs3)c(C)o2)c1 (configuration not stated)
  -2 | 5 | 18 | 100 | -3 | 7 | -2 | -1.0 | 1 | 0
CC(C(=O)Nc1ccc2c(c1)OCO2)N(C)CC(=O)Nc1ccc(Cl)cc1 (configuration not stated)
  0 | -8 | 6 | 111 | 10 | -9 | -4 | 2.0 | -3 | 7
Cc1cc(C=O)sc1[B-](F)(F)F
  0 | 3 | 12 | 107 | -7 | 9 | 1 | -0.7 | 5 | -18

In another format: entries from further up.
Structure,V-ATPase pHluor,MOR-DOR inv ag,Arrestin-AP2 inh,Pemphigus Ab inh,PKA-R1A act,PKA-R2B activ,DAGLB inh,OPRM1-OPRD1 ag,HTR5A ag,HTR5A inv ag
COC(=O)c1ccccc1SC1CC(=O)N(c2ccccc2)C1=O (configuration not stated),-3,5,-6,100,-5,6,1,-0.8,-4,11
O=C(Cc1cccs1)Nc1nc(-c2ccccc2)cs1,0,-17,-8,105,6,-3,-5,3.6,-3,6
COc1ccc(OC)c(NC(=O)c2cc3c(cc2Cl)N2CCCCCC2=NS3(=O)=O)c1,-1,14,4,94,-4,-11,2,-2.7,-1,5

High-throughput results from PubChem BioAssay.
